MKP-3 inhibition – inhibition of rat DUSP6 enzyme activity – biochemical, in vitro, primary screen (AID 425); actives 0.17% (n = 110,000); recombinant MKP-3 phosphatase activity, fluorescence; higher % means a stronger effect; inhibition, % at 20 µM; hits with a dose series show IC50 in µM; in the data active = inhibition above about 50%;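 also: plate controls were vehicle for no effect and reference inhibitor for full effect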
Hsp70 inhibitors – Hsp70 inhibitors, probe displacement, primary screen, biochemical, fluorescence polarization (AID 583); Hsp70 fluorescence polarization probe displacement, mP; higher % means a stronger effect; displacement, % at 20 µM; hits with a dose series show IC50 in µM; actives 0.06% (n = 140,000); in the data active = displacement above about 50%;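 also: plate controls were vehicle for no effect and reference ligand for full effect; a part of the inactive calls stands beside numbers as strong as those of hits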
An asterisk follows results filed as active; nt = not tested or not shown; & = joins results of further samples. Only part of the results is shown; the hit share may differ from the screen's.

MKP-3 inhibition	Hsp70 inhibitors	compound
nt	-4.3%	N#C/C(=C\C1CC2C=CC1C2)c1nc2ccccc2[nH]1 (stereo not given)
11.0%	-5.4%	CCOC(=O)N1CCC(c2nc3ccccc3[nH]2)CC1
nt	-3.4%	Cc1cccc(OCCCC(=O)NC(C)c2ccccc2)c1 (stereo not given)
-27.4%	3.5%	NC(=O)c1nn(-c2ccccc2)nc1N
-1.8%	-1.7%	O=C(NCCSCc1ccco1)Nc1cccc(Cl)c1
-2.2%	3.6%	N/C(Cn1nnc(-c2ccccc2)n1)=N\O
-2.4%	0.3%	O=C(O)c1cccc(-c2ccc(/C=C3\SC(=O)N(c4ccc(Cl)cc4)C3=O)o2)c1
53.5%*	-116.4%	O=C(Nc1ccc(-c2nc3ccccc3[nH]2)cc1)c1cc2ccccc2o1
nt	-0.5%	CC(C)(C)S(=O)(=O)c1ccc(S(=O)(=O)C(C)(C)C)s1
-7.8%&0.9%	-1.2%&-3.7%	CCN=C(NCC)SC1CC(=O)N(c2cccc(OCC)c2)C1=O (stereo not given)

5 entries from above, comma-delimited:
mol,MKP-3 inhibition,Hsp70 inhibitors
Cc1cccc(OCCCC(=O)NC(C)c2ccccc2)c1 (stereo not given),nt,-3.4%
CCN=C(NCC)SC1CC(=O)N(c2cccc(OCC)c2)C1=O (stereo not given),-7.8%&0.9%,-1.2%&-3.7%
O=C(O)c1cccc(-c2ccc(/C=C3\SC(=O)N(c4ccc(Cl)cc4)C3=O)o2)c1,-2.4%,0.3%
N/C(Cn1nnc(-c2ccccc2)n1)=N\O,-2.2%,3.6%
NC(=O)c1nn(-c2ccccc2)nc1N,-27.4%,3.5%

Other structures:
MKP-3 inhibition	Hsp70 inhibitors	compound
11.7%	-5.3%	CCOC(=O)c1c(C)c(C(=O)NCCCOC)c(C)n1C
3.4%	6.0%	COc1ccc(N(CC(=O)Nc2ccc(F)c(Cl)c2)S(=O)(=O)c2c(C)noc2C)cc1
nt	-0.4%	Cn1ccs/c1=N\S(=O)(=O)c1ccc(Br)cc1
-5.4%	-5.9%	CC(C)NS(=O)(=O)c1ccc(OCC(=O)Nc2ccccc2F)cc1
nt	-169.0%	CCCCCCN1C=CC(=C/C=C(\C#N)C(=O)OCC)C=C1
1.8%	0.6%	COC(=O)c1ccccc1P(=O)(c1ccccc1)c1ccccc1
nt	1.4%	Cc1ccc(NC(=O)c2cc3c(s2)CCC3)cc1S(=O)(=O)N1CCOCC1
0.1%	0.7%	COc1ccc(OC(=O)c2ccc(Br)c(S(=O)(=O)N3CCCCC3)c2)cc1
-7.6%	11.9%	CCN(CC)c1ccc(/C=N/n2c(C)cc(C)cc2=O)cc1
-10.0%	1.7%	c1cncc(CSc2nnc(-c3cccnc3)n2Cc2ccco2)c1
5.3%	-4.8%	c1ccc(-c2cnnc(SCc3cn4cccnc4n3)n2)cc1
-11.9%	-1.9%	CCCCOC(=O)N1CCOCCOCCN(C(=O)OCCCC)CCOCCOCC1
6.3%	1.8%	COC(=O)C1=C(C)N(C)C(=O)NC1c1cc(Cl)cc(Cl)c1OC (stereo not given)
-1.0%	0.7%	C=CCn1c(SCC(=O)NCc2ccco2)nc2sc3c(c2c1=O)CCCCC3
-10.6%	-5.7%	CC(C)c1ccc(-c2nc(N3CCOCC3)[nH]c(=O)c2C#N)cc1
2.2%	3.6%	COc1ccc(N(CC(=O)N2CCCCC2)S(=O)(=O)c2ccccc2)c(OC)c1
3.8%	2.0%	Cn1cccc1Cc1nnc(SCC(=O)Nc2ccc3c(c2)OCO3)n1-c1ccc(F)cc1
-4.8%	3.5%	COC(=O)C1=C(N)Oc2cc(C)[nH]c(=O)c2C1c1ccncc1 (stereo not given)
4.9%	-0.5%	CCOC(=O)c1ccccc1NC(=O)CC(C)CC(=O)O (stereo not given)
-0.6%	1.1%	CC1CCc2c(sc3nc(-c4ccco4)oc(=O)c23)C1 (stereo not given)
0.9%	-8.6%	O=C(CSc1nc2ccccc2[nH]1)OCN1C(=O)c2ccccc2C1=O
-0.4%	2.8%	CC1=NN(c2ccc(Cl)c(Cl)c2)C(=O)/C1=C/c1ccc2c(c1)OCO2
1.4%	nt	CCOC(=O)C(C)Oc1cccc2c(=O)n(CC(=O)N3CCN(C(=O)OCC)CC3)ccc12 (stereo not given)
nt	-0.2%	CCOc1ccccc1C(=O)NC1CC2CCCC(C1)N2Cc1ccccc1 (stereo not given)
-0.1%	0.8%	Cc1ccccc1NC(=O)C(=O)NCCCOC(C)C
-0.2%	6.1%	CC1=NN(C(=O)c2ccccc2)C(C)(O)C1 (stereo not given)
-1.6%	7.6%	CC12CN3CC(C)(CN(C1)C3c1ccc(Br)cc1O)C2 (stereo not given)
nt	-0.2%	O=P(COCCOCP(=O)(c1ccccc1)c1ccccc1)(c1ccccc1)c1ccccc1
3.5%	3.8%	COc1ccc(/C=C/C(=O)Nc2ccc(F)cc2)cc1OC
2.5%	-5.3%	Cc1ccc(N(CC(=O)Nc2ccc3ccccc3c2)S(=O)(=O)c2ccc(F)cc2)cc1

Some of these compounds in order of the Hsp70 inhibitors value, largest number first:
MKP-3 inhibition	Hsp70 inhibitors	compound
-1.6%	7.6%	CC12CN3CC(C)(CN(C1)C3c1ccc(Br)cc1O)C2 (stereo not given)
-0.1%	0.8%	Cc1ccccc1NC(=O)C(=O)NCCCOC(C)C
nt	-0.2%	CCOc1ccccc1C(=O)NC1CC2CCCC(C1)N2Cc1ccccc1 (stereo not given)

(more compounds)
MKP-3 inhibition	Hsp70 inhibitors	compound
nt	-1.1%	CCOC(=O)c1cnc(Nc2nc3ccccc3o2)nc1CSc1nnc(C)s1
10.3%	0.0%	Cc1cc(=O)n2nc(N3CCC(C(=O)N4CCN(C)CC4)CC3)sc2n1
nt	-3.7%	O=C(Cn1nnc(-c2ccccc2Cl)n1)NCc1ccc2c(c1)OCO2
-9.1%	0.0%	O=C(O)CSc1nc2ccccc2o1
4.3%	-6.2%	O=c1oc2cc(OCc3c(F)cccc3Cl)ccc2c2ccccc12
-0.2%	7.0%	COc1cccc(/C=C2/SC(=O)N(CN3CCCCC3)C2=O)c1
nt	-2.9%	CNC(=O)c1c(NC(NC(=O)c2ccco2)C(=O)c2ccc(Cl)cc2)sc2c1CCCC2 (stereo not given)
3.6%	7.8%	COc1ccc(Cc2noc(-c3ccccc3C)n2)cc1
-0.6%	1.1%	CCN(C(=O)c1c(-c2c(Cl)cccc2Cl)noc1C)c1ccccc1C
-1.3%	0.9%	Cc1cc(C)n(-c2nc3nonc3nc2-n2nc(C)cc2C)n1
3.0%	1.2%	COc1cccc(-c2nc3sc4c(c3c(=O)[nH]2)CCCC4)c1O
-5.3%	-3.1%	COc1ccc(N2CCN(c3ccc(NC(=O)C4CCCCC4)cc3C#N)CC2)cc1
-11.7%	1.7%	COc1ccc(S(=O)(=O)Nc2ccccc2C(=O)NC(C)C)cc1OC
-2.1%	-6.9%	O=C(NCc1ccc(F)cc1)C(=O)Nc1ccccc1F
4.4%	5.2%	CCOc1ccc2c(c1)C(=C1SC(C(=O)OC)=C(C(=O)OC)S1)C(=S)C(C)(C)N2C(=O)C1CC1
2.6%&0.8%	0.6%&0.4%	CCN(C(=O)c1cc2cc(OC)ccc2oc1=O)c1ccccc1
6.7%	nt	COc1ccc(C(=O)NCc2cn3cccc(C)c3n2)cc1OC
nt	2.4%	CCCC(=O)Nc1c(-c2cccs2)c(=O)c2ccccc2n1CC
nt	18.1%	O=C(c1ccccc1)c1cc[n+]([O-])cc1
3.3%	-1.8%	C=CCN(C(=O)Cn1c(C(=O)OC)cc2oc(C)cc21)c1ccccc1

Entries listed so far containing two or more sulfur atoms, in the order listed:
MKP-3 inhibition	Hsp70 inhibitors	compound
nt	-0.5%	CC(C)(C)S(=O)(=O)c1ccc(S(=O)(=O)C(C)(C)C)s1
nt	-0.4%	Cn1ccs/c1=N\S(=O)(=O)c1ccc(Br)cc1
nt	1.4%	Cc1ccc(NC(=O)c2cc3c(s2)CCC3)cc1S(=O)(=O)N1CCOCC1
-1.0%	0.7%	C=CCn1c(SCC(=O)NCc2ccco2)nc2sc3c(c2c1=O)CCCCC3
nt	-1.1%	CCOC(=O)c1cnc(Nc2nc3ccccc3o2)nc1CSc1nnc(C)s1
4.4%	5.2%	CCOc1ccc2c(c1)C(=C1SC(C(=O)OC)=C(C(=O)OC)S1)C(=S)C(C)(C)N2C(=O)C1CC1

The results go on.
MKP-3 inhibition	Hsp70 inhibitors	compound
nt	6.1%	OC1CCCN(Cc2ccc3ccc4cccc5ccc2c3c45)C1 (stereo not given)
nt	0.4%	CC(=O)Oc1ccc(-c2cccc(C(=O)NCC(=O)O)c2)cc1
-7.4%	5.3%	C=CCc1cc(/C=N/n2cnnc2)cc(OCC)c1O
-2.8%	5.6%	O=C(O)CC(C(=O)O)c1cn(Cc2ccccc2)c2ccccc12 (stereo not given)
-6.8%	2.7%	Cc1ccc(-n2nc(C)c3cc(C(=O)O)sc32)cc1
2.1%	-9.4%	COc1ccc(OC)c(/C=C2/SC(=S)N(C)C2=O)c1
-11.8%	-1.2%	CCOc1cc(C(=O)NC)cc(OCC)c1OCC
4.5%	2.1%	CC(=O)c1cccc(S(=O)(=O)N2CCC(n3nnc4cc(F)ccc43)CC2)c1
1.2%	0.8%	O=C(CNC1CCCCC1)Nc1c2c(nc3ccccc13)CCC2
-2.8%&-5.3%	-1.6%&3.7%	Cc1cc(-c2ccc(F)cc2)nc2cc(C(N)=O)nn12
nt	5.9%	CC(=O)Nc1ccc(S(=O)(=O)N[C@@H](C)C(=O)Nc2ccc(N3CCOCC3)cc2)cc1
-0.1%	-1.2%	O=S(=O)(Nc1ccccn1)c1cccc(S(=O)(=O)c2ccc(Br)cc2)c1
nt	-1.6%	O=C(COc1ccc(Cl)cc1Cl)NCCSc1ccc(Cl)cc1
nt	-2.4%	COc1ccc(NC(=O)OCC(C)C)cc1OC
-0.1%	0.6%	OC(C#CC(O)(c1ccccc1)c1ccccc1)c1cccnc1 (stereo not given)
-5.4%	0.7%	CC(NC(=O)c1cccs1)c1ccc2c(c1)OCO2 (stereo not given)
1.4%	-5.5%	C=CCN(CC=C)CC(O)CN1C(=O)NC(C)(C)C1=O (stereo not given)
5.8%	-0.8%	O=C(Nc1ccccc1Cl)N1CCN(c2ccc3nnc(-c4ccc(F)cc4)n3n2)CC1
0.5%	2.1%	CC(C)C12CN3CC(C(C)C)(CN(C1)C3c1cc(Br)ccc1O)C2=O (stereo not given)
-3.0%	-3.3%	CCN(CC)S(=O)(=O)c1ccc(C(=O)N2CCN=C2SC)cc1
-1.4%	6.4%	O=C(c1ccccc1)c1coc2ccc(O)cc12
-1.6%	3.0%	Cc1csc(NC(=O)C2CCCN(S(=O)(=O)c3cnc[nH]3)C2)n1 (stereo not given)
3.5%	-1.3%	O=C(CCNc1ccc(-c2ccccc2)cc1)c1cccc([N+](=O)[O-])c1
nt	-5.1%	CC(C)(C)C(=O)Nc1cccc(-c2nc3ccccc3c(=O)o2)c1
-6.9%	-3.6%	CCc1nnc(NC(=O)CSc2nnc(Cc3ccc(OC)cc3)o2)s1
-4.3%	0.6%	C[C@]12CC[C@@H]3c4ccc(O)cc4C(=O)C[C@H]3[C@@H]1CC[C@@H]2O
-10.3%	-0.3%	Cn1c(SCC(=O)N2CCOCC2)nnc1-c1cccc(NC(=O)c2ccccc2)c1
nt	11.1%	CCOc1ccc(S(=O)(=O)Nc2cc(C)ccn2)c2ccccc12
-7.7%	5.1%	c1ccc(-c2cc3c(-n4cccc4)ncnc3o2)cc1
-0.2%	0.2%	CC(C)CCNC(=O)C(=O)Nc1cccc(Cl)c1
nt	2.5%	Cc1cc(Cl)ccc1N(CC(=O)N=Nc1c(O)[nH]c2ccccc12)S(C)(=O)=O
1.4%	-2.2%	[O-][N+]12CC[N+]([O-])(CC1)c1ccccc12
2.5%	1.3%	Cc1ccc2cc(CN(CC(C)C)C(=O)C3CCCO3)c(=O)[nH]c2c1 (stereo not given)
-13.3%	1.7%	Cn1nc(-c2ccc(Cl)cc2)c2cc(C(=O)NCCCN3CCOCC3)sc21
nt	2.0%	CCCS/C(N)=N/N=C/c1cc(C)ccc1O
0.2%	0.9%	COc1cc(-c2nnc(N)s2)cc(OC)c1OC
nt	2.0%	Cc1ccc(C(C)C)c(OCC(O)CN2CCN(CCO)CC2)c1 (stereo not given)
-14.6%	6.5%	Cc1ccc(S(=O)(=O)/N=C(\CN2CCCCC2)N2CCOCC2)cc1
nt	2.0%	Cc1ccc(-n2nnnc2SCn2nnc3ccccc3c2=O)c(C)c1
-5.4%	7.3%	Cc1nn(C)cc1CN(C)C(=O)c1cc2nc(-c3ccco3)cc(C(F)(F)F)n2n1
0.5%	-3.3%	CCOc1ccc(NC(=O)C(=O)NCC2CCNCC2)cc1
-16.4%	3.7%	COCCCNCCOc1cc(C(C)C)ccc1C
-1.2%	-5.8%	COC(=O)CCCCCNc1ccc(C(=O)OC)cc1N
-5.1%	0.5%	CCOc1ccc(C2C(C#N)=C(N)Oc3cc(C)n(Cc4ccco4)c(=O)c32)cc1OC (stereo not given)
-2.3%	3.4%	CNC(=O)C(=O)Nc1ccc(C(C)C)cc1
nt	6.7%	CCC(=O)Nc1nc(N)n(-c2ccccc2)n1
nt	1.0%	COc1ccc(C(=O)NNC(=O)c2cnccn2)cc1[N+](=O)[O-]
nt	1.6%	COc1cccc(CNc2ccc3c(c2)CCC3)c1
-3.9%	35.2%	Cc1cc(C)c2cc3c(ccn3C3OC[C@H](O)[C@H](O)[C@H]3O)cc2n1 (stereo not given in full)
10.6%	3.5%	COc1cc(C(=O)NCCC(=O)NCCN2CCOCC2)cc(OC)c1OC

New compounds follow:
MKP-3 inhibition	Hsp70 inhibitors	compound
0.5%	-5.0%	CC1CCc2c(sc(NC(=O)Nc3cccc(Cl)c3)c2C#N)C1 (stereo not given)
nt	7.3%	Cc1cccc(C(=O)N=c2c(C#N)cc3c(=O)n4cccc(C)c4nc3n2Cc2ccco2)c1
-0.6%	3.2%	COc1ccc(-n2nc3cc(C)c(NC(=O)COc4ccc(Cl)c(C)c4)cc3n2)cc1
-5.0%	4.4%	O=C1C2C3C=CC(C3)C2C(=O)N1c1ccncc1 (stereo not given)
